Screens (PubChem)
TDP2 inh: TDP2 (human) inhibition, absorbance primary screen. O95551. recombinant TDP2, T5PNP hydrolysis, p-nitrophenol absorbance 415 nm. inhibition, % at 12.8 µM. hit rate 0.34% among 370,000. AID 720702;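 active means inhibition above the mean of all tested compounds plus 3 SD, set per campaign, cut at about 25% in these data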;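 further: 0% = DMSO with enzyme and 100% = buffer with substrate but no TDP2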
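Test system: human TDP2 enzyme; Input: 120 nM TDP2 per well; Buffer or medium: Mg2+-containing Tris-HCl buffer, pH 7.5; Reagent: 5 mM T5PNP; Dosing: 12.8 µM single point, 1% DMSO; Incubation: reaction 2 h, 37 °C; Detection: p-Nitrophenol epi absorbance; Read-out: % inhibition relative to enzyme-containing and enzyme-free wells; Replicates: single well per compound.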
ASAP1 GAP inh: inhibitors of human ASAP1 ArfGAP activity | Q9ULH1 | hit rate 0.19% among 360,000 | ASAP1-stimulated ARF1 GTP hydrolysis, GDP FP detection | AID 624377 | inhibition, % at 16.5 µM; in the data active means inhibition above about 25%;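 further: 0% = vehicle with enzyme and substrate and 100% = no enzyme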
LEDGF integ inh: blocks HIV-1 LEDGF/p75-dependent DNA integration; TR-FRET IN-LEDGF/p75 DNA integration, Eu/Cy5; inhibition, % at 3.7 µM; hit rate 0.64% among 370,000; AID 743269;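 active means inhibition above the screen-wide mean plus 3 SD, cut at about 13% in these data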;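 further: signal is the Cy5 over europium emission ratio at 671 and 618 nm; 0% = plate median of compound wells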
DDE Tn6 FP inh: inhibitors of Tn6 peptide binding to human fibrin DD(E); AID 720509; Fibrin DD(E) TRITC-Tn6 fluorescence polarization displacement; P02675; inhibition, % at 8.3 µM; hit rate 0.21% among 370,000;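 active means inhibition above a per-campaign cutoff: mean of compounds within control limits plus 3 SD, cut at about 15% in these data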;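 further: 0% = median of all compound wells on the plate and 100% = blocking peptide control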
proKLK7 act: activators of human kallikrein-7 zymogen; P49862; purified proKLK7, EDANS-DABCYL substrate fluorescence; 100% is mature enzyme control, 0% vehicle; activation, % at 7 µM; hit rate 0.9% among 370,000; AID 652039;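 active means activation above the mean of all tested compounds plus 3 SD, computed per campaign excluding outliers beyond control limits, cut at about 13% in these data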
ARFGAP1 inhibitor: inhibitors of rat ARFGAP1 | Q62848 | AID 651572 | Arfgap1-stimulated ARF1 GTP hydrolysis, GDP FP detection | hit rate 0.26% among 360,000 | inhibition, % at 16.5 µM;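 active means inhibition above a per-plate limit, mean inhibition of low control wells plus 3 SD, cut at about 25% in these data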;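 further: 0% = DMSO wells with enzyme and 100% = wells lacking Arfgap1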
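Material – truncated rat Arfgap1 GAP domain · Buffer or medium – HEPES-based buffer, pH 7.5 · Reagent – human ARF1(Δ1-17)-GTP substrate · Dosing – 16.5 µM single point, 1.26% DMSO · Schedule – GTP hydrolysis reaction 2 h at 25 °C · Technique – GDP detection by fluorescence polarization · Benchmarks – No-Arfgap1 wells (100%) versus DMSO full-reaction wells (0%) · Repeats – single replicate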
PLCg1 inh: inhibitors of human phospholipase C gamma1. P19174. purified PLC-gamma1, fluorogenic substrate, fluorescence. inhibition, % at 12.2 µM. hit rate 0.84% among 370,000. AID 720700; in the data active means inhibition above about 9.5%
ADAM17 inh: ADAM17 inhibition, QFRET primary screen; recombinant ADAM17, EDANS/DABCYL FRET peptide cleavage; inhibition, % at 6.95 µM; P78536; hit rate 0.83% among 370,000;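 active means inhibition above the mean of compounds lying between control limits plus 3 SD, set per campaign, cut at about 8.5% in these data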;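 further: 0% = DMSO-only wells as the low control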
DDE Tn7 FP inh: inhibitors of Tn7 peptide binding to human fibrin DD(E). P02675. inhibition, % at 8.3 µM. FP displacement of FITC-Tn7 peptide from fibrin DD(E); 0% = median of compound wells per plate. hit rate 0.13% among 370,000. AID 720508;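 active means inhibition above the mean of compounds falling within the control limits plus 3 SD of them, cut at about 14% in these data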;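 further: 0% = plate median of compound wells and 100% = 10 µM Aha-Tn7 peptide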
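Measure: % inhibition scaled between sample-field median and high-control FP; Test system: human fibrin DD(E); Quantity: 2 µM final DD(E) protein; Doses: one dose, 8.3 µM nominal; Schedule: compound with protein 10 min, then 3 h after probe, room temperature; Detection: fluorescence polarization; Medium: Tris buffer with calcium and detergent, pH 7.8.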
ADAM10 inh: ADAM10 inhibition, QFRET primary screen; O14672; recombinant ADAM10, EDANS/DABCYL FRET peptide cleavage, 3 h; inhibition, % at 7 µM; hit rate 0.62% among 370,000; AID 720582;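 active means inhibition above a per-campaign cutoff equal to the mean of compounds falling between control-based bounds plus 3 SD, cut at about 20% in these data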;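 further: 0% = DMSO wells while the 100% control is not disclosed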
* marks the source's active call; other numbers are inactive results; i = inactive; nt = no result given.

TDP2 inh,ASAP1 GAP inh,LEDGF integ inh,DDE Tn6 FP inh,proKLK7 act,ARFGAP1 inhibitor,PLCg1 inh,ADAM17 inh,DDE Tn7 FP inh,ADAM10 inh,Compound
-12.1,nt,8.5,4.3,0.3,nt,5.6,10.7*,-2.9,11.2,COC(=O)[C@H](C(C)C)N(CCCc1cn(CC2CCCCC2)nn1)S(=O)(=O)c1ccc(F)cc1Br
8.8,-8.0,-5.8,-4.8,-0.2,-8.4,-7.9,-4.7,1.9,-12.8,COC(=O)c1ccc2nc(-c3ccc(C)cc3)c(Cc3ccccc3OC)n2c1
-5.5,-2.7,3.1,2.9,-0.3,-13.4,1.0,0.5,-3.9,5.3,Cc1nn(-c2ccccc2)c(Cl)c1/C=N/NC(N)=O
6.5,2.3,0.9,-2.9,-0.2,9.6,2.5,6.3,-0.8,10.8,CON(C)S(=O)(=O)c1cccc(C(=O)Oc2ccc(N(C)S(=O)(=O)c3ccccc3)cc2)c1
8.0,14.0,13.1,-6.5,9.2,20.4,1.1,2.4,-5.8,10.5,CCOC(=O)C1=C(N)Oc2ccc3ccccc3c2C1c1ccc(O)cc1 (centres undefined)
12.1,2.3,1.4,-4.5,0.9,0.4,1.2,-3.7,3.3,5.0,CN1C(=O)CC2(CC(=O)N(Cc3ccccc3)C2)C1=O (centres undefined)
-8.4,13.6,-1.2,-3.0,-0.1,16.1,4.6,5.0,-4.9,-6.2,CC(=O)Nc1nnc(SCC(=O)c2ccc3c(c2)Cc2ccccc2-3)s1
-1.4,0.0,-1.1,-7.6,-0.5,-2.3,7.5,6.3,-0.4,11.5,COc1cccc(C(C)(O)c2nc(-c3ccccc3OC)cs2)c1 (centres undefined)
-10.1,0.7,-1.7,5.7,1.7,4.0,-96.1,-44.1,-1.7,-121.8,COc1ccccc1/C=C/C(=O)NC(=S)NC(C)C
-9.7,10.2,4.1,0.0,-0.4,6.8,3.4,-0.5,-9.6,4.4,Cc1ccccc1C(=O)NNc1ccc([N+](=O)[O-])cc1
3.2,-3.6,0.2,0.3,-0.4,-3.4,0.0,-1.7,7.0,-0.4,O=C(N/C(=C/c1cccnc1)C(=O)N1CCOCC1)c1ccccc1F
-5.1,-15.1,-1.2,1.1,-0.1,-5.7,6.0,0.5,6.2,11.5,CCN(CCCNC(=O)CCNC(=O)Cn1cnc2ccccc2c1=O)c1cccc(C)c1
-3.5,1.4,-1.2,1.0,0.2,-4.8,2.3,0.8,-0.7,14.7,COC(=O)CCS(=O)(=O)c1ccc(Cl)cc1
-8.0,0.8,1.4,0.0,0.8,-6.5,-11.3,-9.9,7.4,-15.3,COc1cccc(/C=N/NC(=O)CCNc2n[nH]c(=O)[nH]c2=O)c1OC
5.2,2.3,-2.6,-0.6,0.4,-0.6,-0.5,-0.8,1.5,1.1,Cc1cc(C)n(-c2ccc(C(=O)OCC(=O)NCc3ccc(Cl)cc3)cc2)n1
-10.6,-0.3,0.0,7.0,0.3,0.6,2.8,2.6,-11.2,4.1,Cc1ccc(N2C(=O)CN(Cc3sccc3C)C2=S)cc1C
8.8,-2.6,-3.9,-2.4,0.3,-3.1,-11.5,-4.5,-4.5,-8.4,CN(C)C(=S)N=Nc1[nH]c2ccccc2c1O
-1.6,nt,-5.0,-1.9,0.1,nt,-3.0,3.8,6.0,-2.6,CC(C)c1cc(C(C)C)c(S(=O)(=O)N2CCC(C(=O)NCC3COCCO3)CC2)c(C(C)C)c1 (centres undefined)
-9.7,10.8,0.4,9.4,0.0,9.0,5.5,4.8,-5.4,3.7,COc1ccc(NC(=O)C(=O)NCC(c2ccco2)N2CCc3ccccc3C2)cc1OC (centres undefined)
-2.6,2.0,0.0,9.8,0.1,-16.3,-1.7,-2.6,-5.8,-13.0,Cc1ccc(Cl)cc1N1CCN(Cc2nc3c(c(=O)[nH]c(=O)n3C)n2Cc2ccccc2F)CC1
-8.5,-3.8,-6.8,-12.8,0.0,13.7,8.8,-6.4,-1.0,-2.2,CC(=O)NC(CC(=O)OCC(=O)c1c(N)n(C)c(=O)n(C)c1=O)c1ccccc1 (centres undefined)
9.2,3.6,-1.1,-0.3,-0.2,-1.0,-24.9,-3.2,2.0,-3.6,CC[C@H](C)[C@H](NC(N)=O)C(=O)NNC(=O)c1ccc(COc2cccc3cccnc23)cc1
-18.8,2.9,4.1,12.3,-0.1,12.3,9.1,6.6,-2.7,9.2,COC(=O)COc1ccc(S(=O)(=O)NCc2ccco2)cc1
1.0,-0.7,4.1,-10.6,0.7,15.2,0.3,-0.1,-1.5,0.9,CCO/N=C(\N)c1[nH]ncc1Br
2.0,5.8,-2.0,3.3,0.1,0.4,-0.3,-0.6,-0.6,-6.2,Cc1cc(NC(=O)CSc2nccn2C)no1
-8.0,8.7,-1.5,-5.5,8.6,8.8,-206.2,-426.8,-5.2,i,O=[N+]([O-])c1ccc(Nc2c3ccccc3nc3ccccc23)cc1
-11.2,1.8,3.7,1.7,0.3,6.0,5.7,2.3,-3.3,6.8,O=C(CCc1nc2ccccc2[nH]1)Nc1ccccc1
-13.9,-0.3,2.1,-5.5,-0.5,-4.5,-0.6,-6.7,0.5,-1.4,O=C(O)C[C@]1(C(=O)Nc2ccc(F)cc2)CC(/C=C/c2ccccc2)=NO1
1.2,-4.3,0.0,9.3,0.4,4.4,1.5,4.8,6.4,12.9,Cc1ccc(C)c(C(=O)COC(=O)c2ccc(C)c(S(=O)(=O)N3CCOCC3)c2)c1
-0.2,-8.4,2.8,-6.5,0.0,6.1,1.8,-1.9,1.1,-4.3,C[C@@H]1CN([C@@H](C)CO)C(=O)CCCn2nncc2CO[C@@H]1CN(C)C(=O)c1ccccc1

The closing two compounds of the section before lead into the next.
TDP2 inh,ASAP1 GAP inh,LEDGF integ inh,DDE Tn6 FP inh,proKLK7 act,ARFGAP1 inhibitor,PLCg1 inh,ADAM17 inh,DDE Tn7 FP inh,ADAM10 inh,Compound
1.2,-4.3,0.0,9.3,0.4,4.4,1.5,4.8,6.4,12.9,Cc1ccc(C)c(C(=O)COC(=O)c2ccc(C)c(S(=O)(=O)N3CCOCC3)c2)c1
-0.2,-8.4,2.8,-6.5,0.0,6.1,1.8,-1.9,1.1,-4.3,C[C@@H]1CN([C@@H](C)CO)C(=O)CCCn2nncc2CO[C@@H]1CN(C)C(=O)c1ccccc1
-8.5,-4.4,-1.6,0.1,-0.6,-4.3,-0.1,-5.8,4.6,-6.5,CC(C)Cn1c2c(c(=O)[nH]c1=O)C(NS(=O)(=O)c1ccc(Cl)cc1)(C(F)(F)F)C(=O)N2 (centres undefined)
-0.5,2.4,3.2,2.5,23.2*,17.3,-366.4,i,-3.5,i,CNc1nc2sc3c(c2c(=O)n1C)CC(C)(C)SC3
19.1,-3.5,-1.1,5.2,0.3,5.6,2.2,-1.4,-0.8,3.2,Oc1ccc(Br)cc1CNc1ccccn1
2.1,2.4,3.4,8.9,0.3,-9.0,-0.9,2.3,0.9,7.8,Cc1ccc(C)c(S(=O)(=O)NNC(=O)c2sc(NS(=O)(=O)c3ccccc3)nc2C)c1
8.0,-4.8,-3.1,0.9,-0.6,-0.4,3.0,-3.3,-4.8,-6.5,CN1C(=O)C2CC(O)C(SC3CC4C(=O)N(C)C(=O)C4CC3O)CC2C1=O (centres undefined)
-2.1,5.4,0.1,4.8,0.4,7.4,-1.1,-2.7,-3.1,1.0,CCn1c(SCC(=O)NC2CCCCC2)nc2c(c1=O)SC(C)C2 (centres undefined)
-5.6,8.5,-0.2,2.0,0.2,-0.8,0.5,-7.6,1.5,-9.2,CCn1c(SCC(=O)NCC2CCCO2)nnc1-c1ccc(S(=O)(=O)N2CCN(C)CC2)cc1 (centres undefined)
-1.5,-10.4,-0.8,-4.2,-0.3,-0.7,0.0,-3.2,8.3,-1.7,CCOc1ccccc1N1CCN(CC(=O)Nc2ccccc2C(=O)NC2CC2)CC1
3.5,-3.6,0.1,4.2,0.6,9.2,1.7,10.8*,0.8,23.4*,NC(=O)[C@@H]1CC2(CC(c3cccc(NC(=O)CC(c4ccccc4)c4ccccc4)c3)=NO2)CN1C(=O)c1ccc(Cl)cc1 (some centres undefined)
32.0*,-1.5,4.1,4.0,0.9,-13.9,-102.2,-6.6,-5.3,-37.4,COC(=O)c1c(Cl)c2n3ccccc3c(C)c(-c3ccccc3)c-2c1C(=O)OC
2.4,-0.6,1.3,-0.8,-0.3,-5.5,0.7,-2.9,1.0,0.7,CCOC(=O)N1CCN(Cc2cc(=O)oc3ccc(Cl)cc23)CC1
4.2,-6.8,-0.9,-2.1,-10.9,10.0,-40.3,-30.8,-2.0,-109.3,N#Cc1nn(-c2ccccc2)nc1N1CCCCC1
-6.7,-14.1,-0.2,0.7,0.2,-5.6,4.0,-0.4,-2.4,11.1,COc1ccc(Nc2cc(=O)n(C3CCCCC3)c(=O)[nH]2)c(OC)c1
-8.6,-8.1,0.4,-5.5,-30.1,-6.6,-362.7,i,3.2,i,N#Cc1c(-c2cccc(Br)c2)cc(-c2ccco2)[nH]c1=O
6.1,nt,-1.6,1.1,-0.1,nt,0.1,-3.6,9.2,-3.2,CC(COc1ccc(C#N)cc1)CN1CCC(C(O)(c2ccccc2)c2ccccc2)CC1 (centres undefined)
